# Compound activity as filed in PubChem.
# GALK inhibitor = qHTS Assay for Inhibitors of Human Galactokinase (GALK): NCGC Sytravon Library Screen. AID 1347072, 2019. Potency, µM (highest dose often 57.5 µM), inactives show top-dose activity, negative = inhibition, usual class: inhibitors. P51570. recombinant GALK, Kinase-Glo ATP luminescence, 1 h. 44,000 tested, under 10 active;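 further: plate controls were full GALK reaction for no effect and reaction lacking GALK for full effect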
# Target sequence (P51570 whole entry, looked up): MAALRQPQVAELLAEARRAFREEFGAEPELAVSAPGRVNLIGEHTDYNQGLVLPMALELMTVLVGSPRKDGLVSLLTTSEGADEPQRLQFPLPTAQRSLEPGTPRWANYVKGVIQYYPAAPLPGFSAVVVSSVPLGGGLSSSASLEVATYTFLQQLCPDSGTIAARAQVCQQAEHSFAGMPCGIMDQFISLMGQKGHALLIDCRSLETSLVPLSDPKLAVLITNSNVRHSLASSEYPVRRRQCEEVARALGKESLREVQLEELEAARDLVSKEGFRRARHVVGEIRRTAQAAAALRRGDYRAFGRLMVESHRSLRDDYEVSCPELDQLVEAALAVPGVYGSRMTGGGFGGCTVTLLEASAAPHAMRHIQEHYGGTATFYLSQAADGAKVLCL
#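 Luminescent ATP-depletion readout (Kinase-Glo Plus, 10 min) after 1 h RT reaction of 5 nM GALK, 35 uM ATP, 100 uM galactose, pH 8.0 HEPES buffer. Decreased kinase activity scored as inhibition.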
# NTMT1 inhibitor = Primary qHTS for Inhibitors of N-terminal methyltransferase 1 (NTMT1): MTaseGlo Assay | N-terminal Xaa-Pro-Lys N-methyltransferase 1 (Homo sapiens), Q9BV86 | NTMT1 MTase-Glo SAH luminescence, purified enzyme | Potency, µM (doses to about 114 µM), for the others: at the highest dose activity change, negative = inhibition, actives largely listed as inhibitors | hit rate 2.5% among 59,000;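 further: potency means the concentration at half of the fitted maximal effect; plate controls were DMSO vehicle for no effect and no enzyme for full effect; nearly all actives have a fitted effect of over 65% in size; many of its hits are not listed in these tables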
# Target sequence (Q9BV86 whole entry, looked up): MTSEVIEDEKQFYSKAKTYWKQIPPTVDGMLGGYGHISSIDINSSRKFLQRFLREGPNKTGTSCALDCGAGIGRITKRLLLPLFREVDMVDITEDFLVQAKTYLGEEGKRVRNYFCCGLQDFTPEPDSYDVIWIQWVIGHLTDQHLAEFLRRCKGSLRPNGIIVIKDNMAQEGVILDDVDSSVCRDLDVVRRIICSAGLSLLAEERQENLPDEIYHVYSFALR
# PTAP-TSG101 blk = qHTS Validation Assay for Inhibitors of HIV-1 Budding by Blocking the Interaction of PTAP/TSG101: Sytravon Library Screen | AID 1347069, 2019 | Fluorescence polarization, FITC-PTAP peptide/Tsg101, 20 min | Potency, µM (doses to about 115 µM), for the others: at the top dose activity change, negative = inhibition, most hits filed as inhibitors | Tumor susceptibility gene 101 protein (Homo sapiens), Q99816 | 44,000 tested, under 10 active; further: potency means the concentration at half of the fitted maximal effect; 0% is about no effect
#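 The Tsg101 binding domain, at 10 uM final, is mixed with compound and a FITC peptide bearing the PTAP motif (50 nM final). After 20 min at r.t., polarization is measured; actives defined by CRC class, efficacy cut-off 60% inhibition.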
# B2AR arrestin ag = qHTS assay of beta-arrestin-biased ligands of beta2-adrenergic receptor: NCGC Sytravon Library Screen | 44,000 tested, under 10 active | AID 1347077, 2019 | HTLA Tango cells, beta-arrestin recruitment, luciferase luminescence, 18 h | Potency, µM (highest dose often 46.1 µM), without a hit: at the top dose activation, actives largely listed as activators | Beta-2 adrenergic receptor (Homo sapiens), P07550;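 further: potency means the concentration at half of the fitted maximal effect; 0% = DMSO and full agonism = EC100 isoproterenol or metaproterenol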
# Target sequence (P07550 whole entry, looked up): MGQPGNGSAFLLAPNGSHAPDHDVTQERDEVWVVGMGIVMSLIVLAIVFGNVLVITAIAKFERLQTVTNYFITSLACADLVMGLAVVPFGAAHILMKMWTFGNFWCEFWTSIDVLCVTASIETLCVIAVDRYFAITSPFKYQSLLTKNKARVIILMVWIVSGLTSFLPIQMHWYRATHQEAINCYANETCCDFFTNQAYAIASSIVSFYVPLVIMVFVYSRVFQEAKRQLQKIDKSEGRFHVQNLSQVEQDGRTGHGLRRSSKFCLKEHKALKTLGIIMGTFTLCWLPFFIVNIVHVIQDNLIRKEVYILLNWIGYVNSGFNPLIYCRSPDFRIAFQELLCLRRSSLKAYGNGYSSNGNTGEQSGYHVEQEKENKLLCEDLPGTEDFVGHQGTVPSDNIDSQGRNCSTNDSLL
#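 Tango cell line, 1% FBS DMEM; cpd titration up to 46 microM; 18 hr, 37 degrees C, 5% CO2. Luciferin/ATP substrate mix added, 15 min RT, luminescence. %Activity, CRC fitting, curve-class categorization.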
# p53null 39C kill = qHTS Screen for Compounds that Selectively Target Cancer Cells with p53 Mutations: Cytotoxicity of p53 Null Cells at the Nonpermissive Temperature; Potency, µM (doses to about 46.1 µM), for the others: top-dose activity, negative = cell killing, most hits filed as cytotoxic; hit rate 0.97% among 55,000; H1299 p53-null (neo) cells, 39C, ATPlite viability, 24 h;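 further: potency means the concentration at half of the fitted maximal effect; 0% = DMSO only and -100% = full killing by 100 µM tamoxifen; nearly all actives have a fitted effect of over 50% in size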
#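 ATP-luminescence viability readout (ATPlite, 20 min RT) after 24 hr compound treatment at 39C of H1299-neo or H1299-p53A138V cells; titration up to 46 uM; normalized to DMSO and 100 uM tamoxifen; Hill-fit AC50.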
# FH mod = Identification of activators of human fumarate hydratase by quantitative high-throughput screening; FH coupled MDH/diaphorase resazurin fluorescence, 15 min; hit rate 0.22% among 54,000; Potency, µM (top dose mostly 79.9 µM), without a hit: at the highest dose activity change, negative = inhibition, usual class: inhibitors; AID 1347055, 2019; further: potency means the concentration at half of the fitted maximal effect; on the % scale 0 is the no-effect control and ±100 the full control effect; the screen sought activators but most active calls are inhibition curves; nearly all actives have a fitted effect of over 45% in size
# p53null 32C tox = qHTS Screen for Compounds that Selectively Target Cancer Cells with p53 Mutations: Cytotoxicity of p53 Null Cells at the Permissive Temperature | hit rate 0.62% among 55,000 | Potency, µM (series often up to 46.1 µM), inactives show at the highest dose activity change, negative = cytotoxicity, actives largely listed as cytotoxic | AID 903, 2007 | H1299-neo p53 null cells, ATP luminescence, 24 h, 32C;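 further: potency means the concentration at half of the fitted maximal effect; 0% = DMSO only and -100% = full killing by 100 µM tamoxifen; nearly all actives have a fitted effect of over 55% in size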
#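 Overnight 37C seeding (600 cells/well) of H1299-neo preceded a 24 hr, 32C exposure to compounds up to 46 uM. ATP levels, read by luminescence after 20 min at RT, indicated surviving cells.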
# Numbers without * were called inactive; ? = inconclusive; nt = no result given; [ ] = another dose, or the depositor's remark. The call rests on the fitted dose curve; in most records, active means well fitted curve in the direction sought with a large enough effect; inconclusive means small, poorly fitted or top-dose-only effect, or another doubt; inactive means no such curve, though single readings can be large; an effect the other way counts as inactive or inconclusive.
1. CCOc1ccc(CNC(=O)C2Cc3ccccc3N2C(=O)CC)cc1OC (centres undefined)
2. Cc1cccc(CSCc2ccc(C(=O)NCCc3ccccc3)o2)c1
3. COC(=O)c1ccc2c(=O)n(CCCCCC(=O)N3CCN(c4cccc(C)c4C)CC3)c(=O)[nH]c2c1
4. CCOC(=O)c1ccc(Nc2nc3ccc(C(=O)c4ccccc4)cc3n3c(C)nnc23)cc1
5. Cc1ccc(C(=O)CC2(O)C(=O)N(CCc3ccccc3)c3ccc(Cl)cc32)cc1 (centres undefined)

assay / compound	1	2	3	4	5
GALK inhibitor	2%	2%	-4%	3%	0%
NTMT1 inhibitor	5%	?	3%	-1%	5%
PTAP-TSG101 blk	-11%	-2%	-2%	-7%	-12%
B2AR arrestin ag	1%	0%	-3%	0%	0%
p53null 39C kill	8%	5%	15%	-1%	?
FH mod	-16%	-13%	?	0%	?
p53null 32C tox	2%	-2%	6%	1%	55%[activator]

6. CCOc1ccc(CCNC(=O)c2cc3c(=O)oc4ccc(C)cc4c3s2)cc1OCC
7. Cc1cccc(CC2C(=O)Nc3ccccc32)c1 (centres undefined)
8. Cc1ccc(NC(=O)C2CCN(c3nn4cc(-c5ccc(C)cc5)nc4s3)CC2)cc1
9. CCOC(=O)C1CCCN(S(=O)(=O)c2ccc3c(c2)oc(=O)n3C)C1 (centres undefined)
10. Nc1c(-c2nc(-c3ccncc3)no2)nnn1CC(=O)Nc1ccccc1

assay / compound	6	7	8	9	10
GALK inhibitor	0%	-1%	-2%	1%	-3%
NTMT1 inhibitor	-2%	-3%	-10%	0%	-18%
PTAP-TSG101 blk	-5%	-6%	-2%	-3%	2%
B2AR arrestin ag	1%	-4%	0%	0%	1%
p53null 39C kill	0%	9%	-6%	-6%	-14%
FH mod	6%	-15%	-3%	2%	2%
p53null 32C tox	-7%	-3%	-12%	2%	-3%

11. Cc1cc(C(=O)N2CCN(c3ccccc3F)CC2)c2c(C)nn(-c3ccccc3)c2n1
12. CCC(=O)N1CCc2cc(S(=O)(=O)CCC(=O)NCc3ccccc3Cl)ccc21
13. CC1CCN(C(=O)CN2CCSc3ccc(S(=O)(=O)N(C)C)cc32)CC1
14. Cc1ccc(C)c(CSc2nnc3[nH]c(=O)cc(-c4ccccc4)n23)c1
15. CC(=O)OCC#CCSc1nnc(-c2cccc(Br)c2)o1

assay / compound	11	12	13	14	15
GALK inhibitor	-3%	9%	2%	0%	5%
NTMT1 inhibitor	25%	7%	4%	26%	-2%
PTAP-TSG101 blk	-5%	-5%	-2%	1%	-7%
B2AR arrestin ag	2%	1%	-1%	-1%	0%
p53null 39C kill	-2%	5%	-17%	0%	-3%
FH mod	-15%	-9%	-12%	-6%	-6%
p53null 32C tox	-2%	27%	-3%	-6%	-6%

16. CCOC(=O)c1ccc(N=C2SC(C(=O)Nc3ccccc3)CC(=O)N2C)cc1 (centres undefined)
17. COc1ccc(C(=O)NCC2(N3CCN(C)CC3)CCCCC2)cc1
18. COc1ccc(CNC(=O)c2ccc(Cn3c(=O)c4cccn4c4cccnc43)cc2)cc1OC
19. CCCCCn1c(=O)[nH]c2cc(C(=O)N3CCN(c4ccc(OC)cc4)CC3)ccc2c1=O
20. CCCCc1ccc(-n2nc3ccc(NC(=O)c4cc5ccccc5o4)cc3n2)cc1

assay / compound	16	17	18	19	20
GALK inhibitor	3%	5%	0%	0%	2%
NTMT1 inhibitor	-14%	10%	-28%	-23%	3%
PTAP-TSG101 blk	-4%	-7%	-11%	-1%	3%
B2AR arrestin ag	-1%	-3%	0%	0%	0%
p53null 39C kill	-14%	?	-25%	-11%	3%
FH mod	5%	-14%	18%	-4%	-7%
p53null 32C tox	0%	-17%	-1%	-5%	1%

21. CCC(=O)N1CCc2cc(S(=O)(=O)NC(CC(C)C)C(=O)NCc3cccc(OC)c3)ccc21 (centres undefined)
22. COc1ccc(CCNC(=O)CCn2c(=O)c3cccn3c3cccnc32)c(OC)c1OC
23. Cc1cc(C)c(NC(=O)CN(c2ccccc2)S(=O)(=O)N(C)C)c(C)c1
24. O=C(Nc1ccc(F)c(Cl)c1)C1CCCN(c2cnccn2)C1 (centres undefined)
25. CSCCC(NS(=O)(=O)c1ccc2c(c1)oc(=O)n2C)C(=O)NCc1ccc(Cl)cc1 (centres undefined)

assay / compound	21	22	23	24	25
GALK inhibitor	0%	1%	0%	7%	-1%
NTMT1 inhibitor	13%	6%	-3%	2%	15%
PTAP-TSG101 blk	-1%	-6%	-4%	-8%	1%
B2AR arrestin ag	-1%	5%	0%	-1%	4%
p53null 39C kill	-4%	-17%	-16%	-15%	6%
FH mod	0%	4%	2%	2%	-7%
p53null 32C tox	11%	-3%	-8%	-5%	9%

26. CC1CCN(S(=O)(=O)c2ccc3c(c2)c(=O)c(C(=O)N2CCN(c4cccc(Cl)c4)CC2)cn3C)CC1
27. Cc1ccc2oc3c(c(=O)c2c1)C(c1ccc(F)cc1)N(Cc1ccc2c(c1)OCO2)C3=O (centres undefined)
28. COc1ccccc1CNC(=O)C1CCN(c2nn3c(=O)cc(C)nc3s2)CC1
29. CCOC(=O)c1c(NC(=O)CS(=O)(=O)c2ccc(C)cc2)sc2c1CCC(C)C2 (centres undefined)
30. CCOC(=O)c1ccccc1NC(=O)Cc1c(C(=O)O)c(C)cn1C

assay / compound	26	27	28	29	30
GALK inhibitor	8%	3%	1%	-7%	0%
NTMT1 inhibitor	2%	3%	1%	17%	-12%
PTAP-TSG101 blk	-7%	-2%	-13%	1%	0%
B2AR arrestin ag	1%	0%	-4%	-2%	-3%
p53null 39C kill	-8%	-1%	-16%	5%	5%
FH mod	?	0%	1%	?	7%
p53null 32C tox	15%	5%	4%	4%	-6%

31. CCc1ccc(OCC2c3cc(OC)c(OC)cc3CCN2C(=O)c2ccc(S(=O)(=O)N3CCCC3)cc2)cc1 (centres undefined)
32. CC(C)COc1cccc(C(=O)Nc2ccc(-c3nc4ncccc4o3)cc2)c1
33. O=S(=O)(Nc1ccc(-c2ccc(N3CCCCCC3)nn2)cc1)c1cccc(C(F)(F)F)c1
34. COc1ccc(C)cc1NC(c1nnc(-c2ccccc2)o1)c1ccc(F)cc1Cl (centres undefined)
35. COc1ccc(-c2cc(C(F)(F)F)n3nc(C(=O)Nc4sc5c(c4C#N)CCC(C)C5)cc3n2)cc1OC (centres undefined)

assay / compound	31	32	33	34	35
GALK inhibitor	4%	0%	0%	2%	-1%
NTMT1 inhibitor	11%	18%	nt	?	16%
PTAP-TSG101 blk	1%	4%	-9%	-3%	0%
B2AR arrestin ag	3%	1%	7%	1%	0%
p53null 39C kill	16%	2%	17%	-15%	nt
FH mod	-22%	-3%	nt	-18%	-1%
p53null 32C tox	2%	2%	4%	11%	nt

36. O=C(Cc1ccc(F)cc1)N1CCC(c2nc3c(nnn3Cc3ccc(F)cc3)c(=O)[nH]2)CC1
37. COc1ccc(CNc2nc3c(-c4ccccc4)nnn3c3ccccc23)cc1
38. COc1ccc(N2CCN(C(=O)c3ccc(CS(=O)c4cccc(C)c4)o3)CC2)cc1 (centres undefined)
39. Cc1c(Cl)cccc1-c1ccc(/C=C(\C#N)c2nc3ccccc3[nH]2)o1
40. COc1ccc(OC)c(NC(=O)c2cnc(Nc3ccc(C)c(Cl)c3)c3ccccc23)c1

assay / compound	36	37	38	39	40
GALK inhibitor	3%	-2%	-2%	3%	-4%
NTMT1 inhibitor	-16%	-1%	2%	-27%	-13%
PTAP-TSG101 blk	-7%	3%	-2%	-21%	1%
B2AR arrestin ag	-1%	0%	1%	0%	1%
p53null 39C kill	-12%	-14%	-11%	10µM*	-20%
FH mod	-23%	-5%	-2%	-6%	-16%
p53null 32C tox	8%	-16%	8%	?	11%

41. COc1ccc(-c2cc(C(=O)Oc3ccc(C#N)cc3)no2)cc1
42. O=C(c1ccco1)n1nc(-c2ccccc2)nc1NCc1ccc(Cl)cc1
43. CC1CCCN(c2nc3c(S(=O)(=O)c4ccc(C(C)C)cc4)nnn3c3ccsc23)C1 (centres undefined)
44. Cc1ccc2c(c1)N(C(=O)CCC(=O)NCc1ccccc1Cl)CC(C)O2 (centres undefined)
45. O=C(Cc1ccc(Cl)cc1)Nc1ccc2oc(-c3ccccc3)nc2c1

assay / compound	41	42	43	44	45
GALK inhibitor	-5%	0%	4%	-1%	3%
NTMT1 inhibitor	5%	8%	-15%	-7%	-7%
PTAP-TSG101 blk	-1%	1%	-2%	-3%	-1%
B2AR arrestin ag	-3%	0%	0%	-2%	1%
p53null 39C kill	-15%	-12%	-18%	4%	-5%
FH mod	-22%	-10%	-20%	2%	1%
p53null 32C tox	-11%	1%	0%	4%	4%

# Part of the list above, with bars between the fields:
no. | Structure | GALK inhibitor | NTMT1 inhibitor | PTAP-TSG101 blk | B2AR arrestin ag | p53null 39C kill | FH mod | p53null 32C tox
45 | O=C(Cc1ccc(Cl)cc1)Nc1ccc2oc(-c3ccccc3)nc2c1 | 3% | -7% | -1% | 1% | -5% | 1% | 4%
43 | CC1CCCN(c2nc3c(S(=O)(=O)c4ccc(C(C)C)cc4)nnn3c3ccsc23)C1 (centres undefined) | 4% | -15% | -2% | 0% | -18% | -20% | 0%
44 | Cc1ccc2c(c1)N(C(=O)CCC(=O)NCc1ccccc1Cl)CC(C)O2 (centres undefined) | -1% | -7% | -3% | -2% | 4% | 2% | 4%
42 | O=C(c1ccco1)n1nc(-c2ccccc2)nc1NCc1ccc(Cl)cc1 | 0% | 8% | 1% | 0% | -12% | -10% | 1%

# The listing continues:
46. Cc1ccc2oc3c(c(=O)c2c1)C(c1cccc(O)c1)N(CCCN1CCOCC1)C3=O (centres undefined)
47. Fc1ccc(CN2CCc3nc(N4CCN(c5ccccc5F)CC4)ncc3C2)c(F)c1
48. CC(=O)Nc1ccc(NC(=O)C2CCN(c3c(NC(C)=O)c(C)nn3-c3ccccc3)CC2)cc1
49. CCc1ccccc1NC(=O)N1CCCn2nc(C)cc21

assay / compound	46	47	48	49
GALK inhibitor	4%	0%	0%	-3%
NTMT1 inhibitor	0%	-5%	10%	-8%
PTAP-TSG101 blk	-4%	0%	-5%	-2%
B2AR arrestin ag	0%	0%	0%	-3%
p53null 39C kill	-4%	10%	2%	-22%
FH mod	9%	-1%	-13%	-5%
p53null 32C tox	2%	-4%	-1%	2%

# Some of the compounds tested; rates above refer to the full screens.
